LDHA inh = inhibitors of human lactate dehydrogenase A; P00338; purified LDHA, NADH/diaphorase-resazurin fluorescence; stronger effect = lower value; activity change, % (values are at about 110 or 230 µM); actives 0.15% (n = 480,000); in the data active = activity change below about -30%; inconclusive = mostly about -25% to -30%;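 also: plate controls were DMSO wells for no effect and wells without enzyme for full effect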
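Remaining NADH was detected by diaphorase (0.133 mg/mL) converting 37 µM resazurin to fluorescent resorufin, read at 0 and 20 minutes. The preceding 5-minute room-temperature reaction used 2 nM LDHA, 0.2 mM sodium pyruvate and 0.06 mM NADH at pH 7.4.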
D1 antagonist = blocks dopamine activation of the human D1 receptor; P21728; activity change, negative = inhibition, % at 10 µM; AID 504652; HEK293 TREx D1 cells, calcium flux, dopamine EC80; stronger effect = lower value; actives 3.2% (n = 360,000); in the data active = activity change below about -30%; also: % is scaled to controls: 0 for no effect and ±100 for the full control effect
Target sequence (P21728 whole entry, looked up): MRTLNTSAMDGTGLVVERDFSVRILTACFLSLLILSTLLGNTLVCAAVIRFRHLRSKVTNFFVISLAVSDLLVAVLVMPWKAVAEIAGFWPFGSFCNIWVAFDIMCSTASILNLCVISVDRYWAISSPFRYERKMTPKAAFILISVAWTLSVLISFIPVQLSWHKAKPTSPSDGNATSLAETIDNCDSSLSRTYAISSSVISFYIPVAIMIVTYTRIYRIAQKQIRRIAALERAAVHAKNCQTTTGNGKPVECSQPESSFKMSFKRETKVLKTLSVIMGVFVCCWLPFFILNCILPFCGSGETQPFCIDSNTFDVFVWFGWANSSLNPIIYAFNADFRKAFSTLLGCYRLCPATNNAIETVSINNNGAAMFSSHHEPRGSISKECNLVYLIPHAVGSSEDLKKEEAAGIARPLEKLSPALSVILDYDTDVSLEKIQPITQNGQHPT
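Tetracycline-induced HEK293 Trex D1 cells, force-coupled to calcium, dye-loaded; compounds added and read 180 s, then EC80 dopamine added and calcium flux tracked kinetically another 180 s.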
RXFP1 ag = agonists of human relaxin receptor RXFP1; Potency, µM (highest dose often 57.5 µM), for the others: at the highest dose activation, most hits filed as activators; actives 0.3% (n = 370,000); Q9HBX9; HEK293T-RXFP1 cAMP TR-FRET, 30 min; response scale: percent of porcine relaxin response, buffer zero; also: potency is read from the fitted curve at half-maximal effect; % is scaled to controls: 0 for no effect and ±100 for the full control effect; nearly all actives have a fitted effect of over 60% in size; many of its hits are not listed in these tables
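cAMP rise read by TR-FRET after 30 min, 37C compound exposure (up to 58 uM) in RXFP1-transfected HEK293 cells with Ro 20174 present. EC50 from Hill-equation fits, with 29 nM porcine relaxin as 100% and buffer as basal.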
Vif-A3F inh = Vif-A3F binding inhibition; actives 0.2% (n = 390,000); Potency, µM (titrated, usually from 46.1 µM), inactives show at the highest dose activity, negative = active; HeLa A3F-eYFP + Vif (tagged APOBEC3F with the HIV-1 protein that degrades it), YFP fluorescence increase; also: potency is read from the fitted curve at half-maximal effect; % of control where 0% means no effect; nearly all actives have a fitted effect of over 65% in size
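HeLa cells stably expressing Vif plus C-terminally eYFP-tagged A3F were seeded, incubated overnight at 37 deg C, dosed with compound, incubated overnight again at 37 deg C. Yellow fluorescence (Ex 488/Em 500-530) reported blocked Vif-mediated A3F-eYFP degradation.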
Vif-APOBEC3G blk = Vif-A3G binding inhibition; HeLa A3G-eYFP + Vif (tagged APOBEC3G with the HIV-1 protein that degrades it), YFP fluorescence, overnight; AID 602310; actives 0.076% (n = 410,000); Q9HC16; Potency, µM (series often up to 46.1 µM), without a hit: top-dose activity, negative = active, actives largely listed as inhibitors;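 also: potency is read from the fitted curve at half-maximal effect; % is scaled to controls: 0 for no effect and ±100 for the full control effect; nearly all actives have a fitted effect of over 60% in size; hits raise eYFP signal because A3G escapes Vif-driven loss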
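Read-out is eYFP fluorescence (Ex 488/Em 500-530) from Vif-expressing HeLa A3G-eYFP cells; more signal means A3G escaped Vif-mediated degradation. Cells plated overnight, compound pinned in, incubated overnight at 37 deg C.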
D2 potentiator = positive allosteric modulators of human D2 dopamine receptor | P14416 | HEK293 T-REx D2, calcium flux, EC20 dopamine potentiation | potentiation, % at 10 µM | actives 0.34% (n = 340,000);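 active = potentiation over 3 SD above the plate norm, cut at about 30% in these data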; also: 0% is about no effect
Target sequence (P14416 whole entry, looked up): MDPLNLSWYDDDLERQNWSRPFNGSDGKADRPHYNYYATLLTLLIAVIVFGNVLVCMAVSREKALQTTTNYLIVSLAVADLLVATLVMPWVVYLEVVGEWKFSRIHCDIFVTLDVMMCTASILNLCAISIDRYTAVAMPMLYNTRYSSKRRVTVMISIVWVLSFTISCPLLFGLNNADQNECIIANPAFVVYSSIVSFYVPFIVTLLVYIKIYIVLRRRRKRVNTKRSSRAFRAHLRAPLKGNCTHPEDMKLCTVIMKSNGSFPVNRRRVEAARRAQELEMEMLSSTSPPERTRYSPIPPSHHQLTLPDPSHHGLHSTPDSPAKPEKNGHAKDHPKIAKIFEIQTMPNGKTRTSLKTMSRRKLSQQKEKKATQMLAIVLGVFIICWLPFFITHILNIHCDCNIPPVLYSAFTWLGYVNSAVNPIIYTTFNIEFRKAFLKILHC
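Potentiation of an EC20 dopamine calcium response measured kinetically over 180 s, after a preceding 180 s compound-only read flagging agonists. Cells: inducible Hek293 Trex D2 line, 4000/well, cultured overnight at 30 C before dye loading.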
D1 potentiator = enhances dopamine response at the human D1 receptor. P21728. potentiation, % at 10 µM. HEK293 TREx D1 cells, calcium flux, dopamine EC20 potentiation. AID 504651. actives 0.036% (n = 360,000); in the data active = potentiation above about 30%; also: 0% is about no effect
D1 agonist = agonists of human D1 dopamine receptor; HEK293 T-REx D1 cells, calcium flux, agonist mode; actives 1% (n = 360,000); P21728; activation, % at 2 µM; in the data active = activation above about 30%; also: 0% is about no effect
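Inducible HEK293 T-REx D1 cells, force-coupled to calcium signalling, were plated at 4000 cells/well with tetracycline and held overnight at 30 C. After no-wash calcium dye loading, compound-evoked calcium rise over 180 s flagged agonists.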
Glioma ERSR ind = ER stress response induction in glioma | U87-MG GRP78 promoter luciferase reporter, 16 h | Potency, µM, without a hit: at the highest dose activation, usual class: activators | actives 0.02% (n = 420,000) | AID 602332; also: potency is read from the fitted curve at half-maximal effect; series mostly up to about 76 µM; % of control where 0% means no effect; nearly all actives have a fitted effect of over 35% in size
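Stably transfected U87-MG human glioma cells carrying a GRP78-based luminescent sensor were seeded at 1000 cells/well, pin-dosed with compounds and incubated 16 h. Luciferase reagent was then added, and end-point luminescence was read after 10 min at room temperature.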
Active calls of the source: *; ? = inconclusive; . = no result given; & = joins results of further samples. Unless noted, calls follow the shape of the dose curve; as a rule, active = well fitted curve in the direction sought with a large enough effect; inconclusive = small, poorly fitted or top-dose-only effect, or another doubt; inactive = no such curve, though single readings can be large; an effect the other way counts as inactive or inconclusive. Not all compounds are listed; the hit share may differ from the screen's.

SMILES	LDHA inh	D1 antagonist	RXFP1 ag	Vif-A3F inh	Vif-APOBEC3G blk	D2 potentiator	D1 potentiator	D1 agonist	Glioma ERSR ind
Cc1ccc(NS(=O)(=O)c2cccc(C(=O)NCCCN3CCCC3=O)c2)cc1	-5	4	0.1%	-12%	-7%	21	-3	0	-5%
CCCN(CCC)C(=O)CC(c1ccccc1)c1ccc(C)cc1O (configuration not stated)	7	-5	0.7%	-2%	0%	5	1	3	-3%
Cc1nn(-c2ccccc2)c2sc(C(=O)Nc3ccc(Cl)cc3Cl)cc12	-3	-83*	0.5%	.	.	3	3	-1	.
CCN(c1ccccc1)S(=O)(=O)c1cc(CN2C(=O)c3cccnc3C2=O)ccc1OC	2	-6	?	1%	3%	-3	-4	3	-2%
COc1cccc2cc(C(=O)NCc3ccc(C)cc3)c(=O)oc12	0&2	-1	?	-3%	-1%	-5	-9	3	0%
NC(=O)c1nsc(C(=O)N(c2ccc(F)cc2)C(C(=O)NCC2CCCO2)c2c[nH]c3ccccc23)c1N (configuration not stated)	3	7	3.3%	1%	-13%	.	-8	2	0%
COC(=O)CCN(C(=O)c1ccc([N+](=O)[O-])cc1)c1ccccn1	-3	4	2.0%	-3%	0%	-2	0	3	-3%
COc1ccc(C(=O)N/C(=C/c2ccccc2F)C(=O)NCCN2CCOCC2)cc1OC	0	-2	3.1%	3%	4%	10	3	5	-3%
CCCCOc1ccc(C(=O)NCC(=O)NCC(c2ccc(OC)cc2)N2CCCC2)cc1 (configuration not stated)	-5	3	-0.2%	0%	-1%	-1	-1	0	-2%
O=C(/C=C/c1cccs1)Nc1nccs1	-11	-22	1.9%	-6%	-1%	0	-9	1	1%
O=C(Nc1cccc(Br)c1)N1CCC(CN2CCCCC2)CC1	2	-30	0.3%	-5%	-2%	4	-5	7	-1%
O=C(COc1ccccc1Cl)Nc1ccc2c(c1)OCO2	-13	-3	1.0%	-14%	-1%	-8	-5	3	-1%
CCCNC(=O)OC[C@H]1O[C@H](CCO/N=C(\C)CCN2CCc3nc(-c4ccccc4)c(-c4ccccc4)cc3C2)C=C[C@@H]1Oc1ccc(OC)cc1	.	-15	3.0%	.	.	3	-2	4	.
CCCCC(=O)OC1CCC2C3CCc4cc(O)ccc4C3CCC12C (configuration not stated)	5	.	.	6%	-10%	.	.	.	1%
Cc1ccc2c(c1)Oc1ccc(NC(=O)CCCl)cc1C(=O)N2	0	-7	-0.6%	0%	?	-6	2	-1	-3%
COc1cc(C(CCN2CCCCC2)c2c(OC)cc(OC)c3c(C)cc(=O)oc23)cc(OC)c1OC (configuration not stated)	0	21	0.0%	9%	9%	-14	-4	3	-2%
Cn1c(CNC(=O)CNC(=O)c2cccc(Cl)c2)cc(=O)n(C)c1=O	-1	30	3.9%	-2%	6%	6	1	1	1%
CCOc1ccc(N(CC(=O)Nc2ccc(F)cc2F)S(=O)(=O)c2c(C)[nH]c(=O)[nH]c2=O)cc1	-5	-3	-0.2%	-2%	5%	-5	-3	-1	-2%
CCOC(=O)c1ccc2c(c1)C(=O)N(C1CCCCC1)C2=O	-7	-4	0.4%	-41%	1%	2	0	0	2%
O=C(c1ccc(CS(=O)c2cccc(Cl)c2)o1)N1CCN(C2CCCCC2)CC1 (configuration not stated)	1	3	1.1%	-13%	1%	-11	-3	0	-2%
O=C(CCN1C(=O)[C@H]2CC=CC[C@H]2C1=O)NCc1nc(-c2ccccc2)no1	-1	-34*	-1.8%	-15%	0%	.	-1	4	3%
COCCn1c(-c2ccc(OC)cc2)nc2oc3cc(OC)ccc3c(=O)c2c1=O	9	-10	0.2%	-27%	0%	3	-2	1	-4%
O=S1(=O)c2ccccc2N=NN1Cc1ccc(Cl)c(Cl)c1	.	0	1.9%	.	.	-9	0	1	.
CCOc1ccc(NCc2nnc(SCC(=O)Nc3nc(-c4ccccc4)cs3)n2-c2ccccc2)cc1	-7	22	3.8%	-17%	0%	1	2	0	-2%
COc1ccc(OCc2cc(C(=O)N(C)Cc3nnc(C)o3)no2)c(Cl)c1	-2	-7	1.0%	-1%	3%	-1	-4	3	2%
COc1ccc(NC(=S)NNC(=O)c2ccc(S(=O)(=O)N3CCOCC3)cc2)cc1	-3	5	-0.5%	-11%	-1%	-1	0	3	-6%
Cc1c(NS(=O)(=O)c2ccc3c(c2)NC(=O)CC(=O)N3)cccc1[N+](=O)[O-]	-4	9	5.1%	-2%	2%	-1	-6	0	-3%
Cc1oc(-c2ccc(Cl)cc2)[n+]([O-])c1C	-3	-10	1.5%	-2%	1%	-1	2	0	3%
COc1ccc(O)c(/C=N/NC(=O)CSc2nnc(C)n2-c2ccccc2)c1	3	-17	-3.5%	0%	-12%	-2	-1	3	-1%
CC(C)Sc1nc2c(cnn2-c2ccc(F)cc2)c(=O)[nH]1	-4	15	0.0%	-10%	9%	4	-2	4	-2%
C/C(=N/Nc1ncc(Br)cn1)c1ccc([N+](=O)[O-])cc1	-5	18	-0.8%	-2%	2%	3	7	3	3%
CCc1nn2c(=O)cc(COC(=O)c3cc(Cl)c(OC)c(OC)c3)nc2s1	-2	46	0.7%	-3%	1%	6	4	1	-4%
CCCn1c(SCC(=O)Nc2cc(Cl)ccc2OC)n[nH]c1=O	0	-2	1.3%	-4%	0%	13	-4	11	-10%
O=C(CN1CCCC1=O)NC1CCCc2c1cnn2-c1cc(F)cc(F)c1 (configuration not stated)	-1	9	-4.2%	2%	-1%	0	1	4	4%
CC(=O)NC1=NN(C(C)=O)C2(S1)C(=O)N(C(C)=O)c1ccc(C)cc12 (configuration not stated)	-4	-4	-1.1%	15%	3%	-10	-8	0	-5%
CC(=O)Nc1ccc(-c2nc3ccc(NC(C)=O)cc3o2)cc1	-8&0	9	11%	1%	0%	9	-2	2	-3%
CN(CC(=O)Nc1cccc(F)c1)C(=O)CNS(=O)(=O)c1ccc(N(C)C)c([N+](=O)[O-])c1	-11	2	2.6%	1%	-1%	-4	2	0	-1%
CC(=O)Nc1ccccc1Nc1cc(C#N)c(C#N)cc1[N+](=O)[O-]	-1	2	1.1%	-3%	-4%	-4	2	0	-2%
CCOc1ccccc1/C=C/c1cc(C(=O)O)c2ccccc2n1	-6	2	8.2%	11%	-21%	-3	-10	1	-3%
COc1ccc(NC(=O)CSCCc2ccccn2)cc1OC	1	-12	-0.9%	-14%	-2%	-8	-1	1	1%

Another view of some results above.
CCc1nn2c(=O)cc(COC(=O)c3cc(Cl)c(OC)c(OC)c3)nc2s1
  LDHA inh = -2; D1 antagonist = 46; RXFP1 ag = 0.7%; Vif-A3F inh = -3%; Vif-APOBEC3G blk = 1%; D2 potentiator = 6; D1 potentiator = 4; D1 agonist = 1; Glioma ERSR ind = -4%
CCCn1c(SCC(=O)Nc2cc(Cl)ccc2OC)n[nH]c1=O
  LDHA inh = 0; D1 antagonist = -2; RXFP1 ag = 1.3%; Vif-A3F inh = -4%; Vif-APOBEC3G blk = 0%; D2 potentiator = 13; D1 potentiator = -4; D1 agonist = 11; Glioma ERSR ind = -10%

Continued.
SMILES	LDHA inh	D1 antagonist	RXFP1 ag	Vif-A3F inh	Vif-APOBEC3G blk	D2 potentiator	D1 potentiator	D1 agonist	Glioma ERSR ind
CCCc1cc(C(=O)Nc2cccc([N+](=O)[O-])c2)cs1	-5	-32*	0.4%	-15%	6%	-34	-5	11	5%
C=CCN1c2ccccc2Sc2cnccc21	2	.	.	7%	3%	.	.	.	-5%
COc1ccc(OC)c(NC(=O)CSc2nc(=O)n(Cc3ccccn3)c3c2CCC3)c1	-7	17	1.5%	-2%	0%	8	-4	1	-3%
CC(C)(C)c1ccc(-c2nc3n(c(=O)c2C#N)CCS3)cc1	-4	0	-2.1%	0%	0%	.	-1	0	4%
Cc1ccccc1C(=O)Nc1nnc(-c2ccc(F)cc2)o1	1	-37*	-1.2%	2%	-1%	-6	0	-1	-1%
Cn1c(N2CCCC2)nc2c1c(=O)n(Cc1ccc(Cl)cc1)c(=O)n2C	-5	-27	0.2%	-2%	-7%	1	-3	1	0%
NC(=O)c1sc2nc3c(c(-c4ccc(Cl)cc4)c2c1N)CCCC3	-12	.	0.5%	-8%	-11%	14	4	1	-7%
COC(=O)CC1COc2ccccc2N1C(=O)c1ccc(Br)cc1 (configuration not stated)	-11	3	2.9%	5%	-9%	3	0	2	-5%
Cc1ccc(S(=O)(=O)N(C)C)cc1NC(=O)CCNC(=O)c1ccco1	-2	-12	2.7%	?	2%	15	-13	3	-5%
O=C(c1nc2ccccc2s1)N1CCN(c2ccccn2)CC1	2	3	-0.3%	0%	3%	-2	-3	5	4%
C[C@H](NC(=O)c1nc[nH]c1C(=O)N[C@@H](CCCCN)C(=O)OC(C)(C)C)C(=O)OCc1ccccc1	3	.	.	0%	0%	.	.	.	-2%
CCOC(=O)N1CCN(Cc2nc3ccc([N+](=O)[O-])cc3c(=O)n2-c2ccccc2F)CC1	-1	2	4.5%	-5%	?	-5	-9	10	-2%
COc1ccc(-c2nsc(NC(=O)c3oc4ccccc4c3C)n2)cc1	1	6	3.2%	0%	5%	-3	18	3	1%
Cc1cc(S(=O)(=O)NCC(=O)O)ccc1F	-1	14	-1.1%	-5%	2%	3	-1	3	-4%
Cc1ccc(C(=O)O/N=C(\N)Cc2ccc([N+](=O)[O-])cc2)c(Cl)c1	-1	-14	4.9%	13%	-13%	0	-10	6	10%
O=C(Cc1ccccc1)NN1C(=O)C2C3C=CC([C@@H]2C1=O)C31CC1 (some centres not stated)	-10	-6	1.0%	-4%	1%	-3	1	3	-3%
CCN(c1ccccc1)S(=O)(=O)c1ccc(OC)c(NC(=O)c2cc(F)c(F)c(F)c2F)c1	-6	.	.	0%	0%	.	.	.	-3%
COc1ccccc1NC(NC(=O)c1ccccn1)C(Cl)(Cl)Cl (configuration not stated)	1	-3	6.4%	-9%	-1%	-2	1	0	1%
O=C(CSc1nnc(-c2ccncc2)n1CCc1ccccc1)NCc1ccccc1	-2	-6	-1.3%	-6%	-3%	3	-4	-1	-8%
